Source: PubChem
BAZ2B inh: blocks human BAZ2B. Q9UIF8. AlphaScreen BAZ2B-H3K14Ac peptide displacement. Potency, µM (top dose mostly 114 µM), without a hit: at the top dose activity change, negative = inhibition, actives largely listed as inhibitors. actives 4.4% (n = 360,000); note: % is set by controls: 0 for no effect and ±100 for the full control effect; nearly all actives have a fitted effect of over 60% in size
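Protein-peptide AlphaScreen: BAZ2B 50 nM, b-H3K14Ac 50 nM, 1x PBS pH 7.4 + 0.01% Tween-20. Preincubation 30 min RT; cpd 30 min RT (top 110 uM); beads 20 min RT, light-protected.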
G9a block: inhibitors of human histone lysine methyltransferase G9a. Q96KQ7. G9a H3K9 monomethylation, AlphaScreen, 2 h. Potency, µM (top dose mostly 102 µM), without a hit: top-dose activity, negative = inhibition, actives largely listed as inhibitors. actives 8.8% (n = 350,000). AID 504332; note: % is set by controls: 0 for no effect and ±100 for the full control effect; nearly all actives have a fitted effect of over 75% in size
Target sequence (Q96KQ7 913-1193 limits assumed): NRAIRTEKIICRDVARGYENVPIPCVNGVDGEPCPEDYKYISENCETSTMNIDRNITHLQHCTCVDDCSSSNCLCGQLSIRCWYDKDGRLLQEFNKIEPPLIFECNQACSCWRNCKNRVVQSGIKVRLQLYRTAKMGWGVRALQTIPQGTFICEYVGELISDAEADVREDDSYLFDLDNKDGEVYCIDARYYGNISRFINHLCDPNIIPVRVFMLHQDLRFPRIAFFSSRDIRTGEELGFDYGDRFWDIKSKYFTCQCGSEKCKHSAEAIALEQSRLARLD
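AlphaScreen detection with an anti-monomethyl H3K9 antibody quantified product after a 2 h room-temperature reaction containing 500 nM biotinylated H3K9 peptide, 20 µM SAM and 20 nM enzyme, which had been preincubated 15 min with compound.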
Pin1 inh: inhibitors of human Pin1; Potency, µM (titrated, usually from 115 µM), inactives show at the top dose activity, negative = inhibition, most hits filed as inhibitors; Q13526; actives 0.009% (n = 390,000); Pin1 FP peptide displacement, HiFluor488, 10 min; AID 504891; active = well fitted inhibition curve with a large enough effect in the polarisation, with a control signal flat, not every such curve was filed as active; inconclusive = small, poorly fitted or top-dose-only effect, or effect the other way, or a change in a side signal; inactive = no such curve, though single readings can be large or run the other way; the % refers to the polarisation; note: % is set by controls: 0 for no effect and ±100 for the full control effect
JMJD2A Tudor: blocks the human JMJD2A Tudor domain | O75164 | AlphaScreen JMJD2A-Tudor / H3K4me3 peptide binding | Potency, µM (titrated, usually from 114 µM), for the others: at the top dose activity change, negative = inhibition, actives largely listed as inhibitors | actives 4.4% (n = 390,000) | AID 504339; note: % is set by controls: 0 for no effect and ±100 for the full control effect; nearly all actives have a fitted effect of over 50% in size
BLM inh: Bloom syndrome helicase (human) inhibition | P54132 | recombinant BLM DNA unwinding, fluorescence dequenching | Potency, µM (top dose mostly 56.1 µM), without a hit: top-dose activity change, negative = inhibition, actives largely listed as inhibitors | actives 0.2% (n = 350,000) | AID 2528;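 note: plate controls were vehicle for no effect and no enzyme for full effect; nearly all actives have a fitted effect of over 35% in size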
GLS inhibitor: glutaminase GLS (human) inhibition | O94925 | GLS enzymatic activity, qHTS titration | Potency, µM (series often up to 45.5 µM), inactives show top-dose activity change, negative = inhibition, hits mostly inhibitors | actives 0.21% (n = 410,000) | AID 624170; note: % is set by controls: 0 for no effect and ±100 for the full control effect
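Human kidney-isoform GLS in 45 mM KH2PO4 pH 8.2, 0.02% Tween-20, with compound, started with 1mM L-Glutamine (added stock). Glutamate oxidase/HRP/Amplex red coupled fluorescence read at start and after 30 min at RT.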
PGK inhibitor: T. brucei PGK inhibition; P07378; actives 0.043% (n = 380,000); AID 602233; Potency, µM (doses to about 57.5 µM), inactives show at the top dose activity change, negative = inhibition, actives largely listed as inhibitors; PGK/GAPDH coupled, Kinase-Glo luminescence, 60 min; note: % is set by controls: 0 for no effect and ±100 for the full control effect; nearly all actives have a fitted effect of over 60% in size
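Luminescent ATP detection (Kinase-Glo Plus) follows a 60-minute room-temperature incubation, with wells lacking PGK as controls. Buffer: 100 mM TEA (pH 7.6), 5 mM MgCl2, 0.01% Tween-20. Coupling enzyme GAPDH (100 nM final) supplies unstable 1,3-BPG in-well.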
Pol iota inh: DNA polymerase iota (human) inhibition; actives 1% (n = 390,000); Potency, µM (top dose mostly 115 µM), without a hit: at the top dose activity, negative = inhibition, usual class: inhibitors; Pol iota fluorescent replication assay, 10 min
Target sequence (Q9UNA4 whole entry, looked up): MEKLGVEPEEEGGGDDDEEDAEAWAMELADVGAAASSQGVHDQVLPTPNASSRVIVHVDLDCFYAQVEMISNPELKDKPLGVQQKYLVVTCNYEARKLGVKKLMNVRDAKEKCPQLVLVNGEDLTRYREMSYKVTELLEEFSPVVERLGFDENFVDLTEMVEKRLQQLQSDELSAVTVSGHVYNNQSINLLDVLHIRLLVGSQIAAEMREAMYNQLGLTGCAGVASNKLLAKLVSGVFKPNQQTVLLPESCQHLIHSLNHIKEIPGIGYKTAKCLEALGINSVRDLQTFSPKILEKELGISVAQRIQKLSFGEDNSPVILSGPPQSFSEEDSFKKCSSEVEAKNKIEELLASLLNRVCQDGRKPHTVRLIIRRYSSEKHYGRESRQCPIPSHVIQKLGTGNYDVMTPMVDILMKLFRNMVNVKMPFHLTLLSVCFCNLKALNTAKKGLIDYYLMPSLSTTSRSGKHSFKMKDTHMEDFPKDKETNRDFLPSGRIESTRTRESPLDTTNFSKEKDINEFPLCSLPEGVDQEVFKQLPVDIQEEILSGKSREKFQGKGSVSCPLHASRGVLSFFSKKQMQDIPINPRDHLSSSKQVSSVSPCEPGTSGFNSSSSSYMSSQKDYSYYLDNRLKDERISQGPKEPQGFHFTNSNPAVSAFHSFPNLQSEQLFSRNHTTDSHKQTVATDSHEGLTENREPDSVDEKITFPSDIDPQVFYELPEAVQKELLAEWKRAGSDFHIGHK
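Pol iota at 10 nM preincubated 15 min with compounds at room temperature; reaction started with fluorescent substrate, 50 nM final. Fluorescence read kinetically at 0 and 10 min; buffer-only wells as negative control.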
HP1b binding inh: HP1-beta chromodomain-methylated histone interaction inhibition | P83916 | AlphaScreen HP1-beta / biotin-H3K9me3 peptide binding | Potency, µM (doses to about 114 µM), for the others: at the top dose activity change, negative = inhibition, usual class: inhibitors | actives 0.56% (n = 390,000) | AID 540317; note: nearly all actives have a fitted effect of over 70% in size; inactives centre near 23
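Compound inhibition of the preformed complex between 50 nM HP1-beta and 50 nM biotinylated H3K9me3 peptide was read by AlphaScreen. Buffer was PBS pH 7.4 with 0.01% Tween-20. Incubations ran 30 min at room temperature, with 10 ug/mL donor/acceptor beads.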
Active calls of the source: *; i = inactive; ? = inconclusive; · = not tested or not shown; & = joins results of further samples; [ ] = another dose, or the depositor's remark. Unless noted, calls come from the whole dose curve; as a rule, active = well fitted curve in the direction sought with a large enough effect; inconclusive = small, poorly fitted or top-dose-only effect, or another doubt; inactive = no such curve, though single readings can be large; an effect the other way counts as inactive or inconclusive. Potency is the fitted concentration of half-maximal effect.

nr | SMILES | Pin1 inh | G9a block | BLM inh | GLS inhibitor | Pol iota inh | BAZ2B inh | JMJD2A Tudor | PGK inhibitor | HP1b binding inh
1 | CC(=O)Nc1ccc(S(=O)(=O)NCCC(=O)NCCOc2ccccc2)cc1 | 2% | 20%[2.33 µM] | · | -6% | 6% | 7% | -20% | -6% | 20%
2 | CCCCCCSc1ncc(C#N)c(N)n1 | 31%[activator] | 16%[0.501 µM] | 3% | 4% | 9% | 51%[activator] | -8% | -3% | 28%
3 | CCCN(CC(=O)Nc1ccccc1OC)C(=O)c1nc2nc(C)ccn2n1 | -3% | · | · | -6% | 19% | · | -16% | 0% | 30%
4 | NS(=O)(=O)c1cccc(NC(=O)CSc2ncc(C(F)(F)F)cc2Cl)c1 | -8% | ? | -1% | 5% | -9% | -1% | -11%[57.1 µM] | ? | 30%
5 | CC(C)c1ccc(NC2(C#N)C(=O)Nc3ccccc32)cc1 (centres undefined) | -1% | 71µM* | -5% | 3% | -14% | ? | ? | -3% | 11%
6 | Cc1ccc2[nH]c(=O)c(CN(CCO)C(=O)NCc3ccccc3)cc2c1 | -3% | -26%[12.7 µM] | 2% | -2% | 0% | 8% | -10% | i | 43%
7 | Cn1c(=O)c2c(nc(CCc3ccccc3)n2C)n(C)c1=O | ? | · | · | -3% | 102%[activator] | · | -12% | 2% | 22%[57 µM]
8 | COCc1ccc(CN2CCC(C(=O)Nc3cccc(-c4cscn4)c3)CC2)o1 | 2% | 21% | 2% | 1% | -12% | -8% | -20% | -4% | 11%
9 | CC(C)[C@H]1C(=O)Nc2ccccc2N1C(=O)N[C@@H](Cc1ccccc1)C(=O)N[C@@H](Cc1ccccc1)C(=O)O | -12% | 22%[12.7 µM] | -1% | -11% | 34%[activator] | 4% | -16% | -1% | 86%[activator]
10 | CC(C)CCn1cnc2c1c(=O)n(C)c(=O)n2C | -4% | 0%[59 µM] | 4% | 1% | 5% | 12% | 2% | 0% | 14%
11 | COC(=O)C1=C(SC)N(c2ccccc2)C(c2ccccc2)CC1=O (centres undefined) | -1% | 10%[59 µM] | 3% | 10% | 13% | -3% | -12% | -6% | 30%
12 | Cc1ccccc1N1CC(C(=O)NC2CCCC2)CC1=O (centres undefined) | 6% | 26% | -1% | -1% | 22% | -16% | 4% | -7% | 36%[57 µM]
13 | CCOCCN(C(=O)c1ccccc1Cl)c1cccc(C)c1C | 1% | 6% | -1% | 4% | 60%[activator] | 0% | -7% | -4% | 33%
14 | CCCc1c(C(=O)NNc2cc(C(F)(F)F)ccc2Cl)cnn1-c1ccccc1 | 2% | 1% | -2% | -21% | -21%[58.9 µM] | -15% | 1% | -2% | 9%
15 | COc1ccc(CNC(=O)c2ccc(NC(=O)N3CCSc4ccccc43)cc2)cc1 | 11% | 3%[59 µM] | -3% | 1% | 29% | -10% | -2% | -8% | 37%
16 | CCOC(=O)C[C@H]1c2ccc(C(F)(F)F)cc2S(=O)(=O)N1C1CCCC1 | -1% | · | · | 0% | -13%&17% | · | -1% | 2% | 46%[activator]
17 | COc1ccc(CC(=O)Nc2ccccc2N2CCOCC2)cc1OC | -4% | 10% | 2% | -4% | 92%[activator] | -3% | -18% | 4% | 23%
18 | COc1ccc(C2=NO[C@@H]3C(=O)N(c4ccc5c(c4)OCCO5)C(=O)[C@H]23)cc1OC | 0% | -31%[12.7 µM] | -5% | 0% | 40%[activator] | 3% | 25% | -10% | 16%
19 | S=C(NCc1ccc(Cl)c(Cl)c1)NCc1ccco1 | 1% | · | -10% | -1% | 4% | ? | -5% | -7% | 7%
20 | O=C1CSC2(C(=O)N(Cc3ccccc3F)c3ccccc32)N1c1cccc(C(F)(F)F)c1 (centres undefined) | 8% | ? | -11% | -17% | -20% | -18% | -20% | i | 0%
21 | COC(=O)c1ccc(CSc2nc3scc(-c4cccs4)c3c(=O)[nH]2)o1 | 46%[activator] | ? | 25µM* | -3% | ? | · | 45µM* | -2% | 4%
22 | COc1cc2c(cc1OC)-c1nnc(C)n1C(C)(C)C2 | -4% | -3%[12.7 µM] | 0% | -2% | 1% | -13% | -4% | -7% | 28%
23 | CC(OC(=O)c1ccc(=O)n(Cc2ccccc2)n1)C(=O)Nc1cccc(Cl)c1 (centres undefined) | 1% | -7%[2.33 µM] | · | 0% | 15% | 4% | -23% | -4% | 12%
24 | Cc1c(Cl)ccc2sc(N3CCN(C(=O)C4CC4)CC3)nc12 | -4% | 7%[59 µM] | 0% | 3% | 33%[activator] | 5% | 4% | -5% | 35%
25 | CC(C)(C)OC(=O)[C@H](Cc1ccccc1)NC(=O)c1nc[nH]c1C(=O)NCc1ccccc1 | 1% | -4%[59 µM] | -17% | -12% | ? | -14% | -24% | -2% | 53%[activator]
26 | CCOC(=O)[C@H]1[C@H]2COc3ccccc3[C@@H]2N2C(=O)c3cc(Cl)ccc3NC(=O)[C@@]12C | -9% | -8%[2.33 µM] | · | -3% | ? | 3% | -30% | -4% | 6%
27 | O=C(CSc1nc(=O)n2ccccc2n1)NCc1ccc(F)cc1 | -1% | 12%[0.501 µM] | · | 3% | 59%[activator] | -3% | -4% | 0% | 7%
28 | COC(=O)C(Cc1ccccc1)NC(=O)C12CC3CC(CC(C3)C1)C2 (centres undefined) | 1% | -8%[59 µM] | -2% | 1% | -3% | 0% | -9% | 15% | 31%
29 | OCCN(C=NC1=NN(c2cccc(C(F)(F)F)c2)CC1)CCO | 3% | · | -1% | 35%[activator] | 11% | -8% | ? | -4% | -9%
30 | COc1cccc(-c2c(-c3cc(OC)cc(OC)c3)n(C)c3ccc(Br)cc23)c1 | ? | 8%[0.501 µM] | · | -3% | 36%[activator] | 1% | -10% | 8% | 37%

Printed as active in BLM inh, of those listed so far:
nr | SMILES | Pin1 inh | G9a block | BLM inh | GLS inhibitor | Pol iota inh | BAZ2B inh | JMJD2A Tudor | PGK inhibitor | HP1b binding inh
21 | COC(=O)c1ccc(CSc2nc3scc(-c4cccs4)c3c(=O)[nH]2)o1 | 46%[activator] | ? | 25µM* | -3% | ? | · | 45µM* | -2% | 4%

(next part)
nr | SMILES | Pin1 inh | G9a block | BLM inh | GLS inhibitor | Pol iota inh | BAZ2B inh | JMJD2A Tudor | PGK inhibitor | HP1b binding inh
31 | COC(=O)c1ccccc1NC(=O)C12CC3CC(C1)CC(n1cnc(Cl)n1)(C3)C2 | -2% | ? | 2% | -1% | 15% | 0% | -13% | i | 38%[activator]
32 | N/C(=N\c1nc2ccccc2o1)NC(=O)c1ccccc1Br | -4% | 9% | -2% | -13% | 28% | -2% | -1% | i | 47%[activator]
33 | O=C(O)Cn1nnc(-c2ccc(OCc3cccc(C(F)(F)F)c3)cc2)n1 | 0% | -2%[59 µM] | -5% | 12% | -22% | 5% | -20% | i | 38%
34 | COc1ccc(N2C(=O)Cc3cc(OC)c(OC)cc3C2c2ccc(F)cc2)cc1 (centres undefined) | 0% | -23%[59 µM] | -2% | -2% | 28% | -19% | -16% | i | 34%
35 | CCc1c(C)nc2ccc(Br)cc2c1SCCC#N | 0% | 1%[59 µM] | 1% | 0% | 87%[activator] | 12% | ? | -1% | 65%[activator]
36 | CCOC(=O)c1c(C)c(-c2ccccc2)n(CC(=O)NC2CCCCC2)c1C | 4% | 16%[59 µM] | -2% | 0% | 3% | -14% | -3% | -10% | 42%[activator]
37 | COc1ccccc1C(=O)Nc1c(C)cc(Br)cc1C | -11% | 4% | -6% | 1% | -18% | -5% | -3% | · | 65%[activator]
38 | C=CC[C@@H](CC(=O)N[C@@H](CO)Cc1ccccc1)C(=O)N[C@@H](C)COC(=O)[C@@H](CC=C)Cc1ccc(F)cc1 | 4% | · | · | 8% | 4% | · | -11% | -6% | 22%
39 | COc1ccc(OC)c(/C=N/Nc2cc(C)nc(N3CCOCC3)n2)c1 | 3% | 7% | -4% | -6% | -19% | -18% | -6% | -7% | 43%[activator]
40 | O=S(=O)(NCc1ccncc1)c1ccc(Br)s1 | -6% | 3%[59 µM] | 2% | -3% | 3% | -4% | -6%[11.4 µM] | -5% | 56%[activator]
41 | CCOC(=O)N1C(=O)NC(=O)C1c1ccccc1 (centres undefined) | -11% | · | · | 3% | 9% | · | -15% | i | 16%
42 | Oc1ccc(Cc2ncc(C(F)(F)F)cc2Cl)cc1 | ? | 27% | -10% | 12% | 17% | 21% | -6% | 7% | 5%
43 | COC(=O)C[C@H]1c2cc(F)ccc2S(=O)(=O)N1c1ccc(N(C)C)cc1 | -3% | · | · | 17% | 33%&17%[activator] | · | ? | 7% | -14%
44 | Cc1ccc(C)c(NC(=O)CCC(=O)NNC(=O)COc2cc(C)ccc2C)c1 | 6% | 17% | 0% | 0% | 13% | -9% | 0% | -5% | 40%[activator]
45 | Cc1ccc(CCNC(=O)c2ccc(NC(=O)N3CC(C)Sc4ccccc43)cc2)cc1 (centres undefined) | -2% | 11%[59 µM] | -3% | -1% | 23% | 0% | -15% | -1% | 16%
46 | COC(=O)CC1(CC(N)=O)SCCS1 | 3% | · | · | 15% | 23% | · | -3% | -5% | 18%
47 | Cc1nc(CNS(=O)(=O)c2ccc3c(c2)OCCO3)cs1 | -2% | -12% | 3% | 5% | -4% | -1% | -9% | 0%[11.5 µM] | 14%
48 | CC(=O)NC(=S)Nc1ccc(NC(=O)c2cccnc2Cl)cc1 | -6% | ? | -3% | 0% | 26% | -25% | -14% | -9% | 25%
49 | CCCc1nn2c(=O)cc(COC(=O)c3ccccc3NC(=O)c3ccc(OCC)cc3)nc2s1 | 0% | 10%[12.7 µM] | 0% | -15% | 4% | -6% | 6% | -5% | 5%
50 | COc1cc(/C=N/NC(=O)C[n+]2ccccc2)cc(OC)c1OC | 0% | 14%[59 µM] | -5% | 1% | -15% | 0% | 3%[57.1 µM] | i | 53%[activator]
51 | COc1ccccc1Nc1nnc(SCC(=O)N2CCCC2)s1 | -15% | -42%[59 µM] | -4% | 18% | 14% | · | -12% | -9% | 16%
52 | CC/C(=N/NS(=O)(=O)c1ccc(Cl)cc1)c1ccc(O)cc1 | -4% | ? | -3% | 15% | -10% | -4% | -12% | i | 29%

Only part of the results is shown; the hit share may differ from the screen's.
